Bioassay records (PubChem)
ALOX12 inhib: 12-hLO (ALOX12) enzyme inhibition; P18054; purified 12-hLO, xylenol orange hydroperoxide absorbance; hit rate 0.12% among 150,000; AID 1452; Potency, µM (top dose mostly 57.1 µM), for inactives: at the highest dose activity change, negative = inhibition, hits mostly inhibitors; further: potency means the concentration at half of the fitted maximal effect; nearly all actives have a fitted effect of over 55% in size; many of its hits are not listed in these tables
Target sequence (P18054 whole entry, looked up): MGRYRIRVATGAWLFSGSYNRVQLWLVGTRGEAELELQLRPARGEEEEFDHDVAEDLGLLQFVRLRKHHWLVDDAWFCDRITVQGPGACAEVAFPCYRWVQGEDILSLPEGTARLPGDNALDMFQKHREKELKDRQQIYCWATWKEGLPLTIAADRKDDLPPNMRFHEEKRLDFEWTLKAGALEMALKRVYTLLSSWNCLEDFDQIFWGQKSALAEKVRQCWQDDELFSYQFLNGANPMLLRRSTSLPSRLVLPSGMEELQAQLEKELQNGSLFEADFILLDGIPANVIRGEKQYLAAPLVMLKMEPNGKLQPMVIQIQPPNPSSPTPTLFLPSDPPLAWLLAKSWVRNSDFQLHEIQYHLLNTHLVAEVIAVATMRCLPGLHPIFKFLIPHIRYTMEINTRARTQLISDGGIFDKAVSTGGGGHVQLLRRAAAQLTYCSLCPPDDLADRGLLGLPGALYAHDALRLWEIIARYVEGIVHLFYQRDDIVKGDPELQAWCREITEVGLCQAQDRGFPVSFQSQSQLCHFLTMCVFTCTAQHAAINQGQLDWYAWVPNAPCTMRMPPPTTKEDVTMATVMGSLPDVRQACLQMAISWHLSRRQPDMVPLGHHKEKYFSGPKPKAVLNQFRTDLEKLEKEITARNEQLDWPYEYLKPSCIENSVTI
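150 nM 12hLO, 25 mM Hepes pH 7.0 + 0.01% Triton X-100; cpd preinc 15 min RT; 40 uM arachidonic acid, 30 min RT; Fe-XO 30 min; A573/A405 ratio as read-out.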
PNC assembly inh: inhibitors of perinucleolar compartment assembly; activity change (PNC), negative = inhibition, % at 10 µM; hit rate 3.1% among 140,000; AID 2417; PC3M PTB-GFP, PNC prevalence imaging, 16 h; hits give low values;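 active means readout at or below -70, meaning at least 70% loss of cells showing the perinucleolar compartment, a nuclear body marking cancer cells; inconclusive means readout between -30 and a set limit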;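 further: plate controls were DMSO wells for no effect and camptothecin positive control wells for full effect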
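Read-out is percentage of cells bearing a perinucleolar compartment, from automated 20x imaging of fixed, Hoechst-stained PC3M PTB-GFP cells. Cells were seeded 4 h, then exposed 16 h to compound (23 nl of library stock) in duplicate plates.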
IMPase cell inh: membrane-permeable compound that blocks inositol monophosphatase; P97697; 120,000 tested, under 10 active; inhibition (IP1 accumulation), % at 46.1 µM; AID 901; CHO-M1 cells, IP1 accumulation, HTRF TR-FRET ratio; active means well fitted curve in the direction sought with a large enough effect in the signal ratio, not every such curve was filed as active; inconclusive means small, poorly fitted or top-dose-only effect, or a change in a side signal; inactive means no such curve, though single readings can be large or run the other way; the % refers to the signal ratio;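 further: cells stimulated with carbachol in lithium chloride buffer; plate controls were DMSO basal wells for no effect and reference inhibitor wells for full effect; higher means more IMPase inhibition seen as more IP1 and lower FRET ratio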
Target sequence (P97697 whole entry, looked up): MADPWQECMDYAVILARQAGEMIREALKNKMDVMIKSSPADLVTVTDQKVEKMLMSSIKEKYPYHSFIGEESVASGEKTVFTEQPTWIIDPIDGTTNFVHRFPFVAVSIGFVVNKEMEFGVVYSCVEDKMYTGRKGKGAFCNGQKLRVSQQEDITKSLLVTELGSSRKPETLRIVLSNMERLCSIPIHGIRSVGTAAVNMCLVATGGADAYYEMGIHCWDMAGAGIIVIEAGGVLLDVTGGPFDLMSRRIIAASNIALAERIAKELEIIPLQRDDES
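Seeded CHO-M1 cells were dosed with compound at up to 46 uM, stimulated with carbachol for 30 min, then lysed in IP-One detection reagents. Higher IP1 lowers the TR-FRET signal.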
ALOX15B inhib: 15-hLO-2 (ALOX15B) enzyme inhibition; purified 15hLO-2, xylenol orange hydroperoxide absorbance; Potency, µM (series often up to 57.1 µM), inactives show top-dose activity change, negative = inhibition, hits mostly inhibitors; hit rate 0.56% among 110,000; AID 881; further: potency means the concentration at half of the fitted maximal effect; nearly all actives have a fitted effect of over 60% in size; many of its hits are not listed in these tables
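Purified human 15hLO-2 (50 nM) preincubated 15 min with compound, then 45 uM arachidonic acid for 90 min at RT in 25 mM Hepes pH 7.5, 0.01% Triton X-100. Hydroperoxide detected by Fe-xylenol orange; 573/405 nm absorbance ratio.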
* marks the source's active call; other numbers are inactive results; ? = inconclusive; / = no result given; [ ] = dose if it differs, or a comment. Unless noted, the call rests on the fitted dose curve; in most records, active means well fitted curve in the direction sought with a large enough effect; inconclusive means small, poorly fitted or top-dose-only effect, or another doubt; inactive means no such curve, though single readings can be large; an effect the other way counts as inactive or inconclusive. Unless noted, on the % scale 0 is the no-effect control and ±100 the full control effect. Only part of the results is shown. The share of hits here may be higher or lower than overall.

SMILES	ALOX12 inhib	PNC assembly inh	IMPase cell inh	ALOX15B inhib
COc1ccc(C2CC(c3ccc(Br)cc3)=NN2C(=O)CSC2=NCCS2)cc1 (centres undefined)	3%	?	6	/
CCC1C(=O)N(c2nc(C)cc(C)n2)N=C1C (centres undefined)	0%	20	-6	-1%
O=C(Nc1ccc(F)c(F)c1)NC1CCCCC1	3%	20	-1	2%
O=S(=O)(Nc1ncnc2sc3c(c12)CCC3)c1ccc2ccccc2c1	-9%	42	-11	-19%
O=C(N/N=C/c1ccc([N+](=O)[O-])s1)c1ccncc1	0%	42	-2	/
COc1ccc(-c2cc(C(=O)N3CCCCC3)no2)cc1OC	-5%	?	2	-3%
CCCCCSc1nc2c(c(=O)[nH]c(=O)n2C)n1C	-5%	-8	3	2%
CC(C)Oc1ccc(CC2CC(=O)NC2=O)cc1 (centres undefined)	0%	-5	-7	-2%
CC(C)NC(=O)COc1ncnc2sccc12	1%	?	3	-12%
COc1ccc(Cl)cc1C(=O)CSc1nnnn1C1CCCC1	-10%	-26	4	-19%
CCC(CCC(=O)Nc1ccc(S(N)(=O)=O)cc1)C(=O)O (centres undefined)	1%	15	5	1%
Nc1n[nH]c(-c2ccc(F)cc2)n1	2%	26	-3	2%

7 entries out of the list, arranged by number of heavy atoms, ascending.
SMILES	ALOX12 inhib	PNC assembly inh	IMPase cell inh	ALOX15B inhib
CC(C)NC(=O)COc1ncnc2sccc12	1%	?	3	-12%
O=C(Nc1ccc(F)c(F)c1)NC1CCCCC1	3%	20	-1	2%
O=C(N/N=C/c1ccc([N+](=O)[O-])s1)c1ccncc1	0%	42	-2	/
CCC(CCC(=O)Nc1ccc(S(N)(=O)=O)cc1)C(=O)O (centres undefined)	1%	15	5	1%
COc1ccc(-c2cc(C(=O)N3CCCCC3)no2)cc1OC	-5%	?	2	-3%
O=S(=O)(Nc1ncnc2sc3c(c12)CCC3)c1ccc2ccccc2c1	-9%	42	-11	-19%
COc1ccc(C2CC(c3ccc(Br)cc3)=NN2C(=O)CSC2=NCCS2)cc1 (centres undefined)	3%	?	6	/

(next part)
SMILES	ALOX12 inhib	PNC assembly inh	IMPase cell inh	ALOX15B inhib
O=C(c1ccco1)N1CCN(C(=O)C2CC(c3ccc(F)cc3)=NO2)CC1 (centres undefined)	-2%	-10	1	/
Cc1cccc(C(=O)Nc2nnc(-c3ccco3)o2)c1	-8%	?	-14	/
CCOc1ccc(CSC(CC(=O)O)C(=O)O)cc1 (centres undefined)	2%	34	-8	-21%
COCCN(CCOC)c1cc(C)c(C#N)c2nc3ccccc3n12	-2%	-95*	-3	-1%
O=C(CSc1nnc(COc2ccccc2)o1)N1CCN(c2ccccc2)CC1	0%	0	-11	/
CCc1ccc(NC(=O)C2(c3ccccc3)CC2(Cl)Cl)cc1 (centres undefined)	-2%	71	18	-4%
OC(COc1ccc2ccccc2c1)CN1CCOCC1 (centres undefined)	6%	13	3	/
Cc1cc(C)nc(N2CCN(c3ncnc4c3cnn4Cc3ccc(Cl)cc3Cl)CC2)n1	-1%	-7	-7	-2%
O=C(CN1CCN(c2ccccc2F)CC1)c1c[nH]c2ccccc12	-3%	-18	-12	-7%
Cc1ccc(C(=O)Nc2ccccc2Sc2ccccc2)cc1	0%	-24	0	/
N/C(Cc1ccc([N+](=O)[O-])cc1)=N\OC(=O)c1ccc(Br)cc1	-2%	?	/	/
CC(C)n1nnnc1C(c1ccc(F)cc1)N1CCN(C2CCCC2)CC1 (centres undefined)	0%	?	-10	7%
CCOc1ccc(/C(O)=C2\C(=O)C(=O)N(c3cc(C)on3)C2c2ccccc2OC)cc1 (centres undefined)	-5%	?	?	5%
COc1ccc(OC)c(CNC(=O)CCc2nc(-c3cccs3)no2)c1	-4%	20	/	/
O=C(c1cccc(F)c1)N1CCC2(CCCN(c3cccc(-c4ccccc4)c3)C2)CC1	-3%	/	/	-6%
Cc1cc(OCC(=O)NCc2ccccn2)cc(C)c1Br	-1%	?	/	/
Cc1sc2ncn(CC(=O)NCC(=O)N(C)C3CCCCC3)c(=O)c2c1C	2%	22	3	4%
O=C(NCCCN1CCCCC1)c1ccc2c(c1)NC(=O)C(N1CCOCC1)S2 (centres undefined)	2%	?	7	-2%
COc1ccc(NC(=O)N2CC3(CCN(S(C)(=O)=O)CC3)C2)cc1	-9%	/	/	3%
O=c1c2cc(Cl)ccc2[nH]c(=S)n1Cc1ccco1	-9%	13	1	10%[2.29 µM]
O=C(NCc1ccco1)c1cccc(S(=O)(=O)N2CCCCC2)c1	-1%	-100*	-8	/
CCOC(=O)c1ccc(Nc2nc(-c3cccnc3)nc3ccccc23)cc1	-2%	88	9	-15%
COCc1ccccc1Cn1cnc2c1c(=O)n(C)c(=O)n2C	-1%	-18	10	0%
COc1ccc(OC)c(NC(=O)/C=C/c2ccccc2[N+](=O)[O-])c1	-4%	?	/	/
COc1cc(C(=O)Nc2ccc(C(C)=O)cc2)c(Br)c(OC)c1OC	4%	?	/	/
CCc1ccc(NC(=O)Cn2c(=O)n(CCCC(=O)NCc3ccco3)c(=O)c3ccccc32)cc1	5%	32	11	-3%
COc1ccc(C2C(C(=O)c3ccco3)=C(O)C(=O)N2CCc2ccccc2)cc1OC (centres undefined)	0%	-15	-4	1%
O=C(NN1C(=O)c2ccc3c4c(ccc(c24)C1=O)CC3)c1ccc(Br)cc1	4%	57	-2	/
CCOC(=O)c1ccc(NCC(O)COc2ccccc2)cc1 (centres undefined)	-3%	-119*	5	/
O=C(NCC1CCCO1)c1ccccc1 (centres undefined)	2%	5	-8	8%
CC(Oc1ccc(-c2ccccc2)c(F)c1)c1ccn(S(=O)(=O)c2cccc3ccccc23)n1 (centres undefined)	-2%	14	-3	/
O=[N+]([O-])c1ccc(Cl)c(-c2ccc(/C=N/c3c(-c4ccco4)nc4ccccn34)o2)c1	3%	-25	-1	-22%
Cc1cc(C)nc(SCc2nnc(SCC(=O)Nc3ncc(C)s3)n2Cc2ccco2)n1	-3%	-23	-6	/
Cc1occc1-c1nnc(SCCCC(=O)c2ccc(F)cc2)n1C	11%	-10	2	-9%
COc1ccc(C(=O)OC(C)CN2CCOCC2)cc1OC (centres undefined)	3%	54	-8	-7%
CCCc1nc2sc3c(c2c(=O)n1NC(=O)c1ccco1)CC(C)(C)OC3	-2%	24	/	/
COC(=O)c1nn(-c2ccc(-c3ccccc3)cc2)cc1O	-9%	40	-6	0%
O=C(Cc1cccs1)Nc1nnc(Cc2ccc(F)cc2)s1	-2%	-6	4	-10%
O=C(COC(=O)CCS(=O)(=O)c1ccc(Cl)cc1)NCCc1ccc(Cl)cc1Cl	-1%	?	/	/
O=C(Nc1ccc2c(c1)OCO2)C1CCCCN1S(=O)(=O)c1ccc(F)cc1 (centres undefined)	-18%	12	7	-1%
CC(=O)Nc1cc(C(=O)N2CCN(C)CC2)ccc1S(=O)(=O)c1ccc(C)cc1	7%	4	7	7%
CCCSc1nnc(Nc2ccccc2C)s1	5%	16	14	/
O=C(NC(=S)Nc1nc2c(ccc3ccccc32)s1)c1cccs1	0%	3	/	/
O=C(CSc1c(Cl)cccc1Cl)NC1CCCc2ccccc21 (centres undefined)	-2%	5	-4	/
O=C(c1cc2ccccc2oc1=O)N(Cc1ccccc1)Cc1ccc2c(c1)OCO2	-5%	-17	5	/
COC(=O)Nc1nc(Sc2ncc(C(F)(F)F)cc2Cl)n[nH]1	4%	-15	/	/
CC(=O)N1CCN(C(=S)NCCc2ccccc2)CC1	-1%	-8	-4	/
Cc1cc(C)nc(N(C#N)CC(=O)c2ccccc2)n1	7%	36	13	12%
Nc1nnc(CC(=O)N/N=C/c2cccc(OCCOc3ccccc3)c2)s1	6%	?	6	-1%
CC(=O)OCC(=O)[C@@]1(O)CCC2C3CCC4=CC(=O)CC[C@]4(C)C3C(O)C[C@]21C (some centres undefined)	-1%	/	/	-4%
CCN1CCN(CCCNC(=O)C(NC(=O)C2CCC(C)CC2)C(C)C)CC1 (centres undefined)	2%	31	0	2%
COc1ccc(CNC(=O)/C=C/c2cc3c(cc2Br)OCO3)cc1	-15%	-25	8	8%
COCCN(C(=O)CCC(=O)Nc1cccnc1)C(C(=O)NC1CCCCC1)c1ccccc1 (centres undefined)	1%	?	2	6%
COc1ccc(CCN(Cc2cccs2)S(=O)(=O)c2ccc(S(=O)(=O)N3CCCCCC3)cc2)cc1OC	0%	57	-10	/
COC(=O)c1ccc(NC(=O)C2CCCN2S(=O)(=O)c2ccc(F)cc2)cc1 (centres undefined)	3%	-27	14	/
CCOc1ccc(/C=N/OCC(=O)Nc2cc(C)on2)cc1	2%	-25	/	/
Cc1ccc(O)c(-c2cc(-c3ccccc3F)[nH]n2)c1	4%	31	9	-8%
CCCn1c(CNC(=O)c2cccs2)nc2ccccc21	5%	26	6	15%
CCOc1ccc(OCC)c(NC(=O)CSCC(=O)O)c1	0%	-26	2	-13%
Cc1cccc(/C=C2/SC(=O)N(Cc3ccccc3)C2=O)n1	-3%	31	6	2%

Later entries:
SMILES	ALOX12 inhib	PNC assembly inh	IMPase cell inh	ALOX15B inhib
O=C(N/N=C/c1cccc(F)c1)c1c(O)c2ccccc2[nH]c1=O	-1%	-28	-6	/
O=C(CN1C(=O)c2ccccc2C1=O)Nc1ccccc1F	-5%	-15	6	6%
Cc1cccc2cc(C(c3nnnn3CC3CCCO3)N3CCCc4ccccc43)c(=O)[nH]c12 (centres undefined)	-2%	11	5	3%
Cc1cccc2cc(COC(=O)c3cccnc3)c(=O)[nH]c12	-3%	4	0	3%
O=C1c2ccccc2C(=O)N1c1ccc(S(=O)(=O)N2CCN(c3ccccc3)CC2)cc1	-3%	-15	0	4%
COC(=O)C1=C(C)NC2=C(C(=O)c3ccccc32)C1c1ccc(-c2ccc(C(=O)O)cc2)o1 (centres undefined)	-6%	12	-1	7%[2.29 µM]
CCCN(CCC)CCNC(=O)C1CCCN(S(=O)(=O)c2ccc3c(c2)oc(=O)n3C)C1 (centres undefined)	-2%	-4	8	0%
O=C(c1ccco1)N1CCC2(CC1)CCN(C(c1ccccc1)c1ccccc1)CC2	1%	/	/	1%
CCNC(=O)CC1SC(=Nc2ccc(C)cc2)N(CC)C1=O (centres undefined)	-5%	-4	-10	0%
O=C(NCc1ccncc1)c1cccc(Cn2cc(Br)cn2)c1	1%	?	0	3%
CCc1c(O)cc2n(c1=O)-c1ccc(Cl)cc1C2(C)C	-2%	-23	-2[0.369 µM]	/
CCS(=O)(=O)N1CCC(C(=O)NCCc2ccc(C)cc2)CC1	1%	1	-3	-6%
Cc1cccc(OCCCC(=O)O)c1	-1%	21	5	0%
CN1CCN(/C(=N\O)c2nonc2N)CC1	-5%	-24	7	18%
CCOC(=O)c1sc2nc(CC(=O)OC)nc(NCc3ccco3)c2c1C	-5%	-11	8	-14%
O=C1CCCC(c2ccccc2)N1 (centres undefined)	1%	25	/	/
CCOC(=O)c1ccc(NC(=O)CN2C(=O)C3C4C=CC(C4)C3C2=O)cc1 (centres undefined)	1%	?	4	-5%
COc1ccc(C(=O)COC(=O)CSCc2c(C)noc2C)cc1OC	-6%	-2	4	-2%
C=CCN(CC=C)c1nc2ccccc2nc1C(C#N)C(=O)OC(C)C (centres undefined)	-4%	?	1[0.0738 µM]	/
CCCCN=C(NNc1ccc(Br)cc1)C(=O)OCC	-26%	?	16	/
O=C(c1ccc(N2CCCC2=O)cc1)N1CCN(c2ccccc2)CC1	0%	36	3	-4%
Cc1cccc(OCc2n[nH]c(=S)o2)c1	-6%	-82*	-1	-5%
Fc1ccc(CSc2nnc(-c3cccs3)o2)cc1	-16%	?	5	-4%
CCOC(=O)N1CC=C2C(C#N)=C(N)C(C#N)(C#N)[C@H](c3cccs3)C2C1 (some centres undefined)	-5%	-100*	4	/
